# High-throughput results (PubChem BioAssay)
# TbREL1 primary: TbREL1 inhibition, primary screen; 89,000 compounds, 0.49% hits; P86926; TbREL1 RNA ligation, FRET fluorescence; inhibition, % at 9.66 µM;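 active means inhibition above the mean inhibition across all screened compounds plus 3 SD, cut at about 11% in these data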;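 further: 0% = plate median of test wells and 100% = NSC42067 control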
# Target sequence (P86926 whole entry, looked up): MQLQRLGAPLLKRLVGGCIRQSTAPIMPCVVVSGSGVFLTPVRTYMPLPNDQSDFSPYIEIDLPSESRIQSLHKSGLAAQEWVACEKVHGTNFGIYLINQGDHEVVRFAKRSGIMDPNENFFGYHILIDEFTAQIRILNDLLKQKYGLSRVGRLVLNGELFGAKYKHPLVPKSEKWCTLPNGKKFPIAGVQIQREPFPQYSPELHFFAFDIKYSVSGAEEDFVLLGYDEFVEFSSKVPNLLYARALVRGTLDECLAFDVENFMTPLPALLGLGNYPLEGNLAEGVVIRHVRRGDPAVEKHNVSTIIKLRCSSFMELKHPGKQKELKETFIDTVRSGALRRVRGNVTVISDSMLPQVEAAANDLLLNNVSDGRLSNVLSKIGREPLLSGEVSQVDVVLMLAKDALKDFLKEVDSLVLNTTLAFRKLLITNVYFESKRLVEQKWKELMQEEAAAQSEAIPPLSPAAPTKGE
# An asterisk follows results filed as active.
SMILES,TbREL1 primary
Cc1cccc(NC(=O)CN2CCN(C(=O)c3cnn(Cc4ccccc4)c3)CC2)c1C,2
CC1CCN(C(=O)N2c3ccccc3Sc3ccccc32)CC1,-3
CC(Sc1nc2ccccc2o1)C(=O)O (stereo unspecified),4
CCC1CCCCN1Cc1c(O)ccc2c(=O)c(-c3ccccc3OC)coc12 (stereo unspecified),-4
O=C(CCC(F)(F)F)N1CCC(CO)(CCc2ccccc2)CC1,-2
Cc1nn(-c2cc(C)c3ccccc3n2)c2c1CCC2,1
CC(C)C[C@@H]1O[C@H](CCc2ccccc2)Cc2[nH]c(=S)[nH]c(=O)c21,-4
COc1ccccc1CCNC(=O)CSc1ccc(-c2cccs2)nn1,3
CCOC(=O)Nc1ccc2c(c1)N(C(=O)CCN(C)C)c1ccccc1S2,7
CCOC(=O)C(C)Sc1ccc2nnc(CCNS(=O)(=O)c3ccc(C)cc3)n2n1 (stereo unspecified),-1
O=C(CCN1CCN(c2ccccn2)CC1)Nc1ccc(F)cc1,-1
Cc1cccc(C)c1NC(=O)C(c1ccccc1)N1CCC(c2ccccc2)CC1 (stereo unspecified),-2
CCOc1ccc(NS(=O)(=O)c2coc(C(N)=O)c2)cc1,0
Cc1ccc(C(=O)N2[C@@H]3CN(C)C(=O)[C@@]2(C)[C@H]2C(=O)N(Cc4ccccc4)C(=O)[C@@H]32)cc1,-2
C/C(=N/Oc1nc(C)cc(C)n1)c1ccc(Cl)cc1Cl,-1
O=C(N[C@H]1CCCc2c1cnn2-c1ccc(F)cc1F)c1ccccn1,2
O=C(CN(C(=O)CSc1nnc(COc2ccccc2)o1)c1ccc(F)cc1)NC1CCCCC1,-5
CC(OC(=O)c1ncc(Cl)c(Cl)c1Cl)C(=O)NC1CCCCC1C (stereo unspecified),0
O=C(NCCc1ccccc1)C(=O)N/N=C/c1ccc2c(c1)OCO2,0
CCOc1cc(C2C(C#N)=C(N)Oc3n[nH]c(C)c32)ccc1OCCN1CCOCC1 (stereo unspecified),-2
CN(C)S(=O)(=O)c1ccc(NC(=O)CSc2nc3ccccc3n2-c2ccccc2)cc1,2
CN1CCc2c(C#N)c(N3CCOCC3)nc(NCC3CCCO3)c2C1 (stereo unspecified),-1
Cc1ccc(-c2cc(-c3nnc(SCC(=O)N4CCOCC4)n3N)[nH]n2)cc1,-2
O=c1sc2ccccc2n1COc1ccccc1,7
CC(C)C(=O)Nc1ccc(NC(=S)NC(=O)c2ccc([N+](=O)[O-])cc2)cc1,-1
CCOC(=O)C(C(=O)N1CCOCC1)C1CCCCC1 (stereo unspecified),0
CCOC(=O)CN(C(=O)CSc1nnc2c(n1)[nH]c1ccc(F)cc12)c1ccccc1,2
CCOC(=O)C(CC)(CC)C(=O)/C=C/c1ccc(OC)cc1,0
COc1ccc(C(=O)NC(=S)Nc2ccc3c4c(cccc24)CC3)cc1OC,-1
O=C(OCC(=O)N1CCN(C(=O)c2ccco2)CC1)c1cccc(O)c1,2
Clc1ccc(SCc2cc(-c3ccccc3)no2)cc1,4
O=C(Nc1ccc(C(O)(C(F)(F)F)C(F)(F)F)cc1)c1ccc(F)cc1F,2
Cc1nc(N)sc1C(=O)OCC(C)C,5
COc1cccc(NC(=O)N(C)C[C@@H]2OCc3cnnn3CCCC(=O)N([C@@H](C)CO)C[C@H]2C)c1,0
Cn1cccc1/C=N/n1cnnc1,2
Cc1nn(Cc2ccc(Cl)cc2)c(C)c1NC(=O)Cn1nc([N+](=O)[O-])c(Cl)c1C,-1

# Pulled one by one from the entries so far, two records:
SMILES,TbREL1 primary
COc1cccc(NC(=O)N(C)C[C@@H]2OCc3cnnn3CCCC(=O)N([C@@H](C)CO)C[C@H]2C)c1,0
CCOC(=O)C(CC)(CC)C(=O)/C=C/c1ccc(OC)cc1,0

# Look-ups from the list:
# For TbREL1 primary, `Cn1cccc1/C=N/n1cnnc1` shows 2
# For TbREL1 primary, `Clc1ccc(SCc2cc(-c3ccccc3)no2)cc1` shows 4
# For TbREL1 primary, `COc1cccc(NC(=O)N(C)C[C@@H]2OCc3cnnn3CCCC(=O)N([C@@H](C)CO)C[C@H]2C)c1` shows 0

# The list goes on.
SMILES,TbREL1 primary
COc1ccc(S(=O)(=O)NC(C)c2ccccc2)cc1C(=O)N1CCCCC1 (stereo unspecified),1
Cc1ccc(-n2c(SCC(=O)NCc3ccco3)nc3sc4c(c3c2=O)CC(C)(C)SC4)cc1,-3
CC(Oc1ccc2c3c(c(=O)oc2c1)CCC3)C(=O)NCc1cccnc1 (stereo unspecified),2
COc1ccccc1C(=O)Nc1c2c(nn1-c1cccc(C)c1C)CS(=O)(=O)C2,5
Cc1nc(SCC(N)=O)[nH]c(=O)c1C,1
CCc1ccc(NC(=O)CNC(=O)c2nn(-c3ccc(OC)cc3)c(=O)c3ccccc23)cc1,5
Cc1ccc(S(=O)(=O)N2CCOC2CNC(=O)C(=O)NCc2ccccn2)cc1 (stereo unspecified),0
COC(=O)[C@@]12C[C@@H](CC(=O)N3CCN(C(=O)c4ccco4)CC3)C(=O)N(Cc3ccccc3)C1=CCC(C)(C)C2,-4
Cc1ccc([C@H]2C(C(=O)O)=CC[C@@H](c3ccc4c(c3)OCO4)N2S(=O)(=O)c2ccc(C)cc2)cc1,-1
CCO/C([O-])=N/c1sn[n+](C)c1C,2
O=C(Nc1ccc(S(=O)(=O)N2CCCC2)cc1)C1COc2ccccc2O1 (stereo unspecified),1
O=C1C2C(c3ccccc3)CC=CC2[C@H](c2cccc([N+](=O)[O-])c2)N1Cc1ccccc1 (stereo partly specified),1
Cc1cccc(C)c1-n1nnnc1C(c1ccnc2ccccc12)N1CCN(C/C=C/c2ccccc2)CC1 (stereo unspecified),-3
O=C(NC1CCCC1)C1CCN(S(=O)(=O)c2ccc3[nH]c(=O)oc3c2)CC1,11
Cn1cnnc1SCC(=O)c1ccc2c(c1)OCCO2,7
O=C(CCNC(=O)c1ccco1)NCCc1c[nH]c2ccccc12,-3
COc1ccc(-c2[nH]ncc2CN2CCC(c3ccncc3)CC2)cc1F,2
Cc1nn(Cc2ccc(C(=O)NC(C)(C)C)o2)c(C)c1Br,-4
O=C(Nc1ccccc1)Nc1c(-c2ccccc2)nc2ncccn12,-1
CC1=C(C(=O)N(C)C)C(c2ccccc2OC(F)F)NC(=O)N1 (stereo unspecified),-1
CC(C)(C)n1ncc2c(=O)n(CC(=O)N3CCN(c4ccccc4)CC3)cnc21,2
NC(=O)c1ccsc1NC(=O)COC(=O)c1ccccc1NCc1ccco1,0
CCc1ccc(NC(=O)C(C)OC(=O)C2CCC(=O)N2)cc1 (stereo unspecified),4
COc1ccc(NC(=O)CN(C)C(=O)c2cccnc2Sc2ccc(C)c(C)c2)cc1,-1
C[C@H](NC(=O)c1nc[nH]c1C(=O)N[C@H](C)c1ccccc1)C(=O)OC(C)(C)C,1
COc1cccc(NC(=O)CSc2nc3ccccc3c(=O)n2Cc2cccs2)c1,1
CCC(CO)Oc1cc(NCc2cccc(F)c2)c2ncn(C(C)C)c2c1 (stereo unspecified),6
COc1ccccc1N1CCN(C(=O)c2cc(-c3ccccc3O)on2)CC1,-2
O=C1c2cccn2CC2Cc3ccccc3N12 (stereo unspecified),2
O=C(O)C(Cc1ccccc1)N=Cc1c(O)c2ccccc2oc1=O (stereo unspecified),5
CNC(C)C#Cc1c(-c2cc(OC)c(OC)c(OC)c2)noc1C (stereo unspecified),-2
COc1ccc(-c2cn(Cc3ccc4ccccc4c3)nn2)cc1,-3
C=C1CCC(N(O)c2cc(C)on2)C(=C)CCC2C1CC2(C)C (stereo unspecified),0
CC(C)CCNC(=O)C1CC2Cn3c(nc4cc(Cl)c(Cl)cc43)C2N1C (stereo unspecified),6
Clc1cccc(N2CCN(Cc3nc(-c4ccccc4)no3)CC2)c1,-1
C[C@H](NS(=O)(=O)c1ccc(F)cc1)C(=O)OCC(=O)c1c(N)n(C)c(=O)n(C)c1=O,-1
Cc1ccccc1CSc1nnc(C)c(=O)n1N,-1
CCSc1nc2c(c(=O)[nH]c(=O)n2C)n1C,1
CC(C)n1c(SCC(=O)Nc2ccccc2N2CCOCC2)nc2c1c(=O)n(C)c(=O)n2C,1
Cc1ccc(C(=O)N2C(=O)c3cccc(N)c3C2=O)o1,-1
CCc1nc2ccc(C(=O)NCc3ccccc3OC)cn2c1N(CC)CCOC,-1
COCCN1C(=O)N(C)[C@@H](c2ccccc2)C(C(C)=O)=C1C,0
O=C(CSc1nnc(-c2ccc(Cl)cc2)n1-c1ccccc1)NN=Cc1c[nH]c2ccccc12,5
Cc1ccc(C(=O)Nc2cc(Cl)ccc2Oc2ccccc2)cc1[N+](=O)[O-],2
COc1ccc(C(=O)NC2CCN(S(=O)(=O)c3ccc(C)cc3)CC2)cc1,3
CCCCN1CCN(C(=O)c2ccc(CNC(=O)c3cccc(Br)c3)cc2)CC1,-3
COc1ccc(/C=C/C(=O)NCc2ccc(F)cc2)cc1S(=O)(=O)N1CCOCC1,-1
CN(C)c1ccc(/C=N/Nc2ccc(-n3ccnc3)nn2)cc1,-1
CC/C(C)=N/Nc1nc2c(c(=O)[nH]c(=O)n2C)n1CCc1ccccc1,0
CCN1CCN(c2ccc(NC(=O)COc3ccccc3Cl)cc2)CC1,3
CCc1cccc(NC(=O)COC(=O)CSc2ccc(C)cc2)c1,1
O=C(CSc1nc2ccccc2n1Cc1ccccc1Cl)N/N=C\c1cccc(Oc2ccccc2)c1,1
CCOC(=O)[C@]12CCCC=C1N(Cc1ccc3c(c1)OCO3)C(=O)[C@H](CC(=O)NCc1ccc(OC)c(OC)c1)C2,6
COc1ccc(N(CC(=O)N/N=C/c2ccc(-c3ccc([N+](=O)[O-])cc3)o2)S(=O)(=O)c2ccc(C)cc2)cc1Cl,8
COc1cc(C(O)c2nc(-c3csc4ccccc34)cs2)ccc1F (stereo unspecified),6
O=C(NCCc1ccccc1F)C1CC(=O)N(c2ccc3c(c2)OCCO3)C1 (stereo unspecified),0
Cc1c(C(=O)NCc2cccc(C(F)(F)F)c2)sc(=O)n1Cc1ccc(S(=O)(=O)N(C)C)cc1,0
Cc1cc(NS(=O)(=O)c2ccc(NC(=S)NC(=O)/C=C/c3ccccc3)cc2)no1,-1
O=C(O)CCN1C(=O)CC2(CCCCC2)C1=O,1
COC(=O)c1cc(C#N)c(Oc2ccc(F)cc2)nc1C,5
# Going on with the list:
SMILES,TbREL1 primary
COCc1cc(C)nc(N2CCN(c3ccccc3)CC2)c1C#N,-2
CC(C)C[C@H](NC(=O)c1nc[nH]c1C(=O)N1CCC(C)CC1)C(=O)OCc1ccccc1,-1
N#Cc1c(NC(=O)CCC(=O)O)sc2c1CCCCC2,2
O=C(CN1CCC(Cc2ccccc2)CC1)Nc1ccc2c(c1)OCCO2,3
Cc1nnc(NC(=O)c2cc(S(=O)(=O)N3CCCCC3)ccc2Cl)s1,-1
O=C(Nc1ccc2oc(-c3ccncc3)nc2c1)c1ccc2c(c1)OCO2,7
CCOC(=O)c1ccc(NC(=O)N2CCN(C3CCCCC3)CC2)cc1,1
O=C(CCCC(=O)NC1CCCC1)NC1CCCC1,-1
CCN1C[C@@H]2[C@@H]3C(=O)N(C)C(=O)[C@@H]3[C@](C)(C1=O)N2C(=O)c1ccc(C)cc1,0
CSC(=NC#N)N1CCN(c2ccccc2)CC1,3
COC(=O)[C@]12CCCCC=C1N(Cc1ccco1)C(=O)[C@H](CC(=O)NCc1ccccc1)C2,0
CN(C)/C=C/C(=O)c1nn(-c2ccc(F)cc2)ccc1=O,-2

# Entries from the list above that contain a cyano group (six):
SMILES,TbREL1 primary
CCOc1cc(C2C(C#N)=C(N)Oc3n[nH]c(C)c32)ccc1OCCN1CCOCC1 (stereo unspecified),-2
CN1CCc2c(C#N)c(N3CCOCC3)nc(NCC3CCCO3)c2C1 (stereo unspecified),-1
COC(=O)c1cc(C#N)c(Oc2ccc(F)cc2)nc1C,5
COCc1cc(C)nc(N2CCN(c3ccccc3)CC2)c1C#N,-2
N#Cc1c(NC(=O)CCC(=O)O)sc2c1CCCCC2,2
CSC(=NC#N)N1CCN(c2ccccc2)CC1,3

# Following part
SMILES,TbREL1 primary
COc1ccc(C2C3=C(OC(C)=O)c4ccccc4C3=Nc3c2c(=O)n(C)c(=O)n3C)cc1 (stereo unspecified),5
COc1ccc(C)cc1NC(=O)NNS(=O)(=O)c1ccc(NC(C)=O)cc1,1
CC1CC(C)CN(S(=O)(=O)c2ccc(NC(=O)C3COc4ccccc4O3)cc2)C1 (stereo unspecified),3
COc1ccc(CCNC(=O)COC(=O)c2cccs2)cc1,0
COCCNc1nc(N)c([N+](=O)[O-])c(NCCO)n1,1
Cc1cc2cc(CCNS(C)(=O)=O)c(=O)[nH]c2cc1C,6
CCOc1ccc(NC(=O)c2c3c(nc4ccccc24)CCC3)cc1,-1
COC(=O)c1[nH]c2ccccc2c1NC(=O)c1ccccc1[N+](=O)[O-],0
Nc1cc(C(=O)OCC(=O)N2CCC(Cc3ccccc3)CC2)ccc1Cl,3
Cc1cc(C)cc(N(CC(=O)N2CCc3ccccc32)S(=O)(=O)c2c(C)noc2C)c1,-1
Cc1noc(C)c1C(=O)Nc1nc(-c2ccc(F)cc2)cs1,-1
COC(=O)c1ccc(Cn2c(C)c(C(=O)NCc3cccc(C(F)(F)F)c3)sc2=O)o1,-3

# The last 5 entries of the part before open the next one.
SMILES,TbREL1 primary
COC(=O)c1[nH]c2ccccc2c1NC(=O)c1ccccc1[N+](=O)[O-],0
Nc1cc(C(=O)OCC(=O)N2CCC(Cc3ccccc3)CC2)ccc1Cl,3
Cc1cc(C)cc(N(CC(=O)N2CCc3ccccc32)S(=O)(=O)c2c(C)noc2C)c1,-1
Cc1noc(C)c1C(=O)Nc1nc(-c2ccc(F)cc2)cs1,-1
COC(=O)c1ccc(Cn2c(C)c(C(=O)NCc3cccc(C(F)(F)F)c3)sc2=O)o1,-3
Cc1ccc(-c2nn(CC(=O)Nc3cccnc3)c(=O)c3ccccc23)cc1,-1
Cc1ccc2nc(N3CCN(Cc4nnnn4Cc4ccccc4)CC3)c(C#N)cc2c1,-1
CN1C(C(=O)NCc2cccc(C(F)(F)F)c2)CC2Cn3c(nc4ccccc43)C21 (stereo unspecified),-2
Cc1cccc(N(CC(O)CN(C)C)S(=O)(=O)c2ccccc2)c1 (stereo unspecified),7
O=S(=O)(Nc1ccccc1)C1CCCCC1,-3
COc1ccc(/C=C/C(=O)NC(C)C)cc1Br,7
Cc1[nH]c(=O)[nH]c(=O)c1NC(=O)c1cccs1,5

# An excerpt; the hit share may differ from the screen's.
